Pf gametocyte – late stage P. falciparum gametocyte viability inhibitors, primary screen, ATP luminescence, HTS | P. falciparum stage V gametocytes, 24 h | inhibition, % at 10.9 µM | 0.065% of 150,000 active;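 active = inhibition above the mean plus 3 SD of compounds within the control limits, set per campaign, cut at about 38% in these data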;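 note: 0% = DMSO wells and 100% = medium only without gametocytes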
* = called active by the depositor. The list is partial; rates above refer to the full screens.

Compound,Pf gametocyte
C[C@@H]1COC(=O)[C@@H](Cc2ccc(F)cc2)CC/C=C\C[C@@H](CC(=O)NCCO)C(=O)N1,2.8
Cc1ccc(S(=O)(=O)NCc2ccccc2)s1,18.0
Clc1ccc(Cl)c2sc(N3CCOCC3)nc12,-14.9
CN(C)c1ccc(NC(=O)Nc2ccc3c(c2)nnn3C)cc1,-1.8
COc1cc(O)c(NC(C)=O)c2nonc12,1.5
C=CCC[C@@H](Cc1ccc(F)cc1)C(=O)OC[C@@H](Cc1c[nH]c2ccccc12)NC(=O)[C@H](CC=C)CC(=O)N[C@H](CO)Cc1ccccc1,16.4
O=C1CCCC(O)=C1Sc1cc(Cl)c(Cl)cc1Cl,18.0
CCN1CCN(CCC(=O)Nc2ccccc2C)CC1,-11.2
CS(=O)(=O)N(CC(=O)N1CCN(Cc2ccccc2)CC1)c1cccc([N+](=O)[O-])c1,9.2
Cc1cc(C)nc(NC(=S)NC(=O)c2ccccc2F)n1,2.2
Cc1[nH]n(S(=O)(=O)c2ccccc2)c(=O)c1N=Nc1cccc(Cl)c1,-5.4
CCOc1ccccc1N(CC(=O)Nc1ccc(OC)cc1OC)S(=O)(=O)c1ccccc1,-9.4
CCCNC(=O)c1onc(CSc2ccc(F)cc2)c1C(=O)NC(C)C,14.6
CCCC1(C(=O)OCC)NC(c2ccc(O)cc2)C2C(=O)N(c3cccc(C(C)=O)c3)C(=O)C21 (stereo unspecified),-9.9
CCOC(=O)c1cnc(-n2nc(C)cc2C)nc1Nc1cccc(C(C)=O)c1,17.8
CN1C(=O)S/C(=C/c2ccc(OCc3cccc(C(=O)O)c3)cc2)C1=O,10.1
C=CCc1c(C)nc(SCc2ccccc2)[nH]c1=O,-8.3
Cc1ccc(C(=O)N2CCC(C(=O)c3ccc(F)cc3)CC2)cc1,10.2
CC(C)c1ccccc1OCC(=O)Nc1ccc2[nH]ncc2c1,16.1
CCCC1(C(=O)OC)NC(c2ccc(OC)cc2OC)C2C(=O)N(c3cccc(C(C)=O)c3)C(=O)C21 (stereo unspecified),7.3
CCOc1ccccc1NCc1nnc(-c2ccccc2)o1,5.7
CCn1c(SCC(=O)Nc2ccc(NC(=O)c3ccco3)cc2)nnc1-c1cccs1,1.0
O=C(c1ccc(NS(=O)(=O)c2cccc3cccnc23)cc1)N1CCOCC1,-2.5
O=C(O)c1ccc2c(c1)C(=O)N(Cc1ccco1)C2=O,-23.6
CN1CCC[C@@H]1CCNC(=O)c1c(-c2ccc3c(c2)OCO3)noc1-c1ccsc1,7.8
O=C(CSc1nc2ccccc2s1)NCc1cc([N+](=O)[O-])ccc1O,-40.7
C#CCNC(=O)C1=C[C@H](c2ccc3c(c2)OCO3)C[C@H](OCCCCO)O1,-20.4
COC(=O)C1=C[C@@H](C(=O)OC)C2C3=C(C(=O)C24CCCCC4)[C@H](C)n2c(=O)n(C)c(=O)n2[C@@H]3C1 (stereo partly specified),-27.1
CCN1C(=O)[C@H]2[C@@H](c3ccc(-c4ccc(C(C)=O)cc4)c(OC)c3)N[C@@](Cc3ccccc3)(C(=O)OC)[C@H]2C1=O,-14.1
CNC(=O)/C(=C\c1ccco1)NC(=O)c1ccco1,-13.3
C[C@H]1CN([C@@H](C)CO)C(=O)c2cc(NC(=O)Nc3cccc4ccccc34)ccc2O[C@@H]1CN(C)Cc1ccc(-c2ccccc2)cc1,-19.7
COc1ccccc1-c1oc2ccccc2c1C#CC1(O)CCCCC1,16.6
CC(C)CC(=O)Nc1ccc(S(=O)(=O)N2CCCC2)cc1,-22.1
Cc1cccc(/C=N/NC(=O)CC(=O)NCCc2ccccc2)c1,9.6
NCCCCCNC(=O)c1[nH]cnc1C(=O)N[C@@H](Cc1ccccc1)C(=O)OCc1ccccc1,-18.1
O=C(NCCc1ccccc1F)C1CC(O)CN1C(=O)Nc1ccccc1 (stereo unspecified),-9.8
O=C1[C@H]2[C@@H](C3CC3)N3C(=O)CN(Cc4ccccn4)C(=O)[C@@]3(Cc3ccccc3)[C@H]2C(=O)N1c1ccccc1,4.7
CCOc1ccc([C@@H]2CC=C(C(=O)O)[C@H](c3cccc(Cl)c3)N2S(=O)(=O)c2ccc(C)cc2)cc1,12.2
CCOC(=O)CNC1CC(=O)N(c2ccc(Br)cc2)C1=O (stereo unspecified),-17.6
O=S(=O)(NCCNS(=O)(=O)c1c(F)cccc1F)c1ccc2c(c1)OCCO2,-12.2
CN(Cc1ccccc1)C(=O)c1[nH]cnc1C(=O)NC1CCN(C(=O)OC(C)(C)C)CC1,-21.5
CC1CCN(CC(=O)Nc2ccc(S(=O)(=O)N3CCCC(C)C3)cc2)CC1 (stereo unspecified),-21.3
Oc1ccccc1N=N/C(=N/Nc1ccccc1O)c1ccccc1,13.3
C=C[C@@H]1c2ccccc2N(S(=O)(=O)c2ccc(C)cc2)[C@H](c2ccc(C(F)(F)F)cc2)C1(C#N)C#N,12.2
CCN1CCN(S(=O)(=O)c2ccc(C(C)(C)C)cc2)CC1,1.8

Pulled one by one from the list above (6):
Compound,Pf gametocyte
CN(Cc1ccccc1)C(=O)c1[nH]cnc1C(=O)NC1CCN(C(=O)OC(C)(C)C)CC1,-21.5
Oc1ccccc1N=N/C(=N/Nc1ccccc1O)c1ccccc1,13.3
CCOc1ccc([C@@H]2CC=C(C(=O)O)[C@H](c3cccc(Cl)c3)N2S(=O)(=O)c2ccc(C)cc2)cc1,12.2
O=S(=O)(NCCNS(=O)(=O)c1c(F)cccc1F)c1ccc2c(c1)OCCO2,-12.2
COc1ccccc1-c1oc2ccccc2c1C#CC1(O)CCCCC1,16.6
NCCCCCNC(=O)c1[nH]cnc1C(=O)N[C@@H](Cc1ccccc1)C(=O)OCc1ccccc1,-18.1

More compounds follow.
Compound,Pf gametocyte
CC(C)(C)Cc1nnc(NC(=O)CCc2ccccc2)s1,20.7
COc1c(C)cc(C(=O)C2CCCN(S(=O)(=O)N(C)C)C2)cc1C (stereo unspecified),5.5
CCCCC1(C(=O)OCC)NC(c2ccc(O)cc2)C2C(=O)N(c3ccccc3)C(=O)C21 (stereo unspecified),-6.3
O=C(Nc1ccccc1C(=O)O)c1cccc(F)c1,-4.3
CCN1C(N(C)CCc2cccs2)=N[C@@H](c2ccccc2)C(C(=O)OC)=C1C,5.5
O=C(C1CCC1)N1CCN(c2cccc(C(F)(F)F)c2)CC1,-0.5
CCNS(=O)(=O)c1ccc(CCC(=O)N2CCCC2)cc1,9.1
CC(C)C[C@@H](CO)N1CCN(CCc2ccccc2)CCC1=O,-0.3
CCC(C)Sc1cc(-c2nc3ccccn3c2NC2CCCCC2)ccc1OC (stereo unspecified),9.9
O=C(COc1ccccc1)NCC(=O)N/N=C/c1cccs1,-0.1
COc1ccc(C(=O)Oc2c(OC)cc(C(=S)N3CCOCC3)cc2OC)cc1OC,-7.2
Cc1ccc(S(=O)(=O)C(NC(=O)c2ccccc2)=C(Cl)Cl)cc1,12.9
COc1ccc(C2=CSC3=NCCN23)cc1Br,12.2
CCCNC(=O)C(Cc1ccccc1F)NC(=O)c1ccc(C#N)cc1 (stereo unspecified),-6.3
O=C(C[C@H]1C/C=C\CC[C@H](Cc2ccc(F)cc2)C(=O)O[C@@H](c2ccccc2)CNC1=O)N[C@@H](CO)Cc1ccccc1,-5.7
COc1cccc(Nc2ncnc3onc(-c4ccccc4OC)c23)c1,2.1
CCOC(=O)CSc1nc2sc3c(c2c(=O)n1-c1ccccc1)CCN(C)C3,16.3
CN1CCN(Cc2coc3c(Cl)cc(Cl)cc3c2=O)CC1,-6.6
COc1ccc(-c2coc3cc(O)c(OC)cc3c2=O)cc1,7.4
CCOc1ccc2nc(NC(=O)CSc3nc4c(c(=O)n(C)c(=O)n4C)n3CC)sc2c1,-7.8
CCN1C(=NCCCCO)N[C@@H](c2cccc(F)c2)C(C(=O)OC)=C1C,-2.1
COc1ccc(CC(=O)Oc2ccccc2C)cc1,-15.9
C[n+]1ccccc1/C=C/c1c(F)cccc1F,13.8
O=C(NCCNc1ccccc1[N+](=O)[O-])c1ccccc1F,-9.2
O=C(Nc1ccc(Cl)c(Cl)c1)c1cccnc1,14.9
COc1ccc(OC)c(C2NC(=O)NC(C)=C2C(=O)OCc2ccccc2)c1 (stereo unspecified),0.8
O=C(CSc1nc2scc(-c3cccs3)c2c(=O)n1CCc1ccccc1)N1CCCC1,-34.9
CC(=O)Oc1ccc(C(=O)Nc2cc(C)on2)cc1,-0.3
Cn1cncc1C#Cc1c(C=O)[nH]c2ccccc12,-5.5
O=C(c1ccccc1)N1N=C(c2ccc(F)cc2)CC1c1ccc(F)cc1 (stereo unspecified),2.1
COc1ccc(NC(=O)N(C)C[C@H]2Oc3ccc(NC(=O)CCN4CCOCC4)cc3C(=O)N([C@H](C)CO)C[C@@H]2C)cc1,-7.4
CCOc1ccc(N2C(=O)CC(C(C)c3ccccc3)C2=O)cc1 (stereo unspecified),9.7
CC1(C)CC(NC(=O)C23CCC(C)(/C(=N/O)C2)C3(C)C)CC(C)(C)N1 (stereo unspecified),5.5
O=C(/C=C/c1ccc(Cl)c(Cl)c1)Nc1cccnc1,11.0
CCS(=O)(=O)N1CCCC(C(=O)Oc2ccc(Br)cc2)C1 (stereo unspecified),20.2
Cc1cccc(C)c1C(=NCCN(C)C)c1ccccc1,-36.0
CC(C)c1ccccc1NC(=O)CN1C(=O)c2ccccc2C1=O,-25.2
Cc1ccc(O)c(NC(=O)C2CC(c3cccc(Br)c3)=NO2)c1 (stereo unspecified),-4.8
COc1ccc(-c2nc(-c3ccncc3)no2)c(OC)c1,6.5
CC(C)C[C@@H](CO)N1CCN(CCCc2ccccc2)CCC1=O,3.6
CCCN1C2CCCC1CC(NC(=O)c1ccccc1OC)C2 (stereo unspecified),-8.0
CCCCN1CC(=O)N2[C@H]3c4ccccc4OC[C@@H]3[C@H](c3ccccc3)[C@]2(C)C1=O,2.2
CCOC(=O)c1nc2c(=O)n(C)c(=O)n(C)c2n(C)c1=O,2.3
CCC1=C(c2cc(OC)c(OC)c(OC)c2)C2(CCCC2)C(=O)O1,-6.3
Cc1cc(C(c2cc(C)c(N)c(C)c2)c2ccco2)cc(C)c1N,12.9
Cc1ccc(-c2cc(=O)[nH]c(NCc3ccccc3)n2)cc1,-26.8
C[n+]1ccccc1Nc1cc([N+](=O)[O-])ccc1N,6.1
O=C1CC[C@@H]2CC3(C[C@@H]4CCN1[C@H]24)Nc1cc(Cl)ccc1NC3=NC1CCCCC1 (stereo partly specified),11.5
Nc1c(C(=O)NC2CCCC2)c2nc3ccccc3nc2n1/N=C/c1cccnc1,13.4
CN1C(c2ccccc2)CC(=NO)CC1c1ccccc1 (stereo unspecified),-13.3
COc1ccc(S(=O)(=O)N(C)C[C@H]2Oc3c(NC(=O)NC4CCCCC4)cccc3C(=O)N([C@H](C)CO)C[C@@H]2C)cc1,4.3
CCOC(=O)C1CCCN(CCC(=O)Nc2ccc(Br)cc2)C1 (stereo unspecified),-8.9
CC(=O)Oc1ccc(C(=O)NC(C)CCc2ccccc2)cc1 (stereo unspecified),-34.7
CCOC(=O)[C@H]1[C@H]2COc3ccc(C)cc3[C@@H]2N2C(=O)CN(Cc3ccc(Cl)cc3)C(=O)[C@@]12C,4.7
COc1ccccc1N1C(=O)C(=O)N(C)C1=O,21.6
CC(C(=O)NCc1ccccc1Cl)n1cc([N+](=O)[O-])cn1 (stereo unspecified),5.4
Cc1ccc(/C(O)=C2/C(=O)C(=O)N(CC(=O)O)C2c2ccc([N+](=O)[O-])cc2)cc1 (stereo unspecified),4.3
COc1cc(OC)cc(-c2cc3cc(F)ccc3cn2)c1,-10.8
CN(C)CCOC1c2ccccc2-c2ccccc21,7.0
O=C(CN1C(=O)c2ccccc2C1=O)Nc1ccccc1,-3.0

Other results.
Compound,Pf gametocyte
CNC(C)C#Cc1ccc2c(=O)c3cc(C)c(C)cc3oc2c1 (stereo unspecified),-17.0
CN1C(=O)/C(=C/c2ccc(OCc3ccc(C(=O)O)cc3)c(Cl)c2)NC1=S,-1.9
N#CCCn1nc(-c2ccccc2)c2ccccc2c1=O,-6.7
CCN1/C(=C/C=C2/SC(=Nc3cccc4ncccc34)N(C)C2=O)Sc2ccccc21,-2.5
CN(C)c1ccc(NC(=O)CN2CCN(c3ccc(F)cc3)CC2)cc1,1.1
Cc1ccc(S(=O)(=O)NC2CC3CCC2C3)cc1 (stereo unspecified),-2.8
Cc1ccc(C(=O)NCC(C)NC(=O)c2ccc(C)c(C)c2)cc1C (stereo unspecified),-7.6
Cc1nc2ccc(Br)cn2c1C(=O)N/N=C\c1ccccc1Cl,-5.4
O=C1C=C(c2ccc(Br)c3ccccc23)C[C@@H](c2ccc3c(c2)OCO3)C1,12.1
NC(=O)CC(NC(=O)c1ccccc1)c1ccc(N2CCN(c3ccccn3)CC2)c([N+](=O)[O-])c1 (stereo unspecified),-14.9
COc1ccc(C2Nc3ccccc3C(=O)N2Cc2ccccc2)cc1OC (stereo unspecified),-10.1
COc1ccc(OC)c(/C=C(\C)C(=O)c2c(C)cc(C)[nH]c2=O)c1,18.0
O=[N+]([O-])c1ccccc1/C=N/N1CCN(Cc2ccccc2)CC1,8.7
COc1cccc(-n2cnc3sc(-c4ccccc4)cc3c2=O)c1,-10.9
Cc1c(C(=O)Nc2ccccc2)c2ccc(C(F)(F)F)cc2n1O,7.4

Part of the list above in order of molecular weight, lowest first:
Compound,Pf gametocyte
N#CCCn1nc(-c2ccccc2)c2ccccc2c1=O,-6.7
CNC(C)C#Cc1ccc2c(=O)c3cc(C)c(C)cc3oc2c1 (stereo unspecified),-17.0
Cc1nc2ccc(Br)cn2c1C(=O)N/N=C\c1ccccc1Cl,-5.4
NC(=O)CC(NC(=O)c1ccccc1)c1ccc(N2CCN(c3ccccn3)CC2)c([N+](=O)[O-])c1 (stereo unspecified),-14.9

Source: PubChem BioAssay (The Scripps Research Institute Molecular Screening Center)
